Assay outcomes (PubChem BioAssay)
EBNA-1 inhibitor: blocks EBNA-1 binding to DNA; inhibition, % at 14.8 µM; AID 1950; EBNA-1 DNA binding, fluorescence polarization; hit rate 0.34% among 300,000; in the data active = inhibition above about 28%
Efflux pump mplx: antifungal efflux pump inhibition, Nile Red retention | S. cerevisiae Candida pump triplex | inhibition, % at 10 µM | hit rate 0.44% among 330,000 | AID 485275;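 active = plate passing quality check with inhibition over a set limit, or well fluorescence over plate mean plus 4 SD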;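 also: Nile Red retained in pooled yeast measured as flow cytometry median fluorescence; 0% = buffer negative control and 100% = Enniatin B positive control; higher means more Nile Red kept so more efflux inhibition; some compounds called inactive have numbers as strong as hits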
Yeast superoxide: lowers age-related superoxide in aged yeast cells; superoxide response (% of plate mean), % at 10 µM; AID 2690; S. cerevisiae aged cells, superoxide DHE fluorescence; stronger effect = lower value; hit rate 0.18% among 330,000;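 active = superoxide response under a set limit, about three screen SD below normal, cut at about 65% in these data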;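 also: yeast aged for seven days with compound at 30 °C before DHE staining; 100% = average MFI of all compound-treated wells on the plate with controls excluded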
Fam108B inh: counter-screen for RBBP9 inhibitors: inhibitors of mouse Fam108B; recombinant Fam108B, FP-Rh probe fluorescence polarization; inhibition, % at 9.51 µM; hit rate 0.33% among 300,000;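 active = inhibition above the screen mean inhibition plus 3 SD, computed separately per campaign, cut at about 18% in these data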;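 also: inhibitors lower polarization as less probe binds the enzyme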
GLD-1 TGE inh: GLD-1-TGE RNA interaction inhibition (C. elegans); Q17339; purified GLD-1 + fluorescein TGE RNA, fluorescence polarization; inhibition, % at 5.96 µM; hit rate 0.44% among 320,000; AID 2280;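 active = percent inhibition above a per-plate cutoff, the plate mean of test compounds plus 3 SD, cut at about 30% in these data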;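 also: 0% = DMSO wells with GLD-1 and probe and 100% = wells lacking GLD-1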
Target sequence (Q17339 whole entry, looked up): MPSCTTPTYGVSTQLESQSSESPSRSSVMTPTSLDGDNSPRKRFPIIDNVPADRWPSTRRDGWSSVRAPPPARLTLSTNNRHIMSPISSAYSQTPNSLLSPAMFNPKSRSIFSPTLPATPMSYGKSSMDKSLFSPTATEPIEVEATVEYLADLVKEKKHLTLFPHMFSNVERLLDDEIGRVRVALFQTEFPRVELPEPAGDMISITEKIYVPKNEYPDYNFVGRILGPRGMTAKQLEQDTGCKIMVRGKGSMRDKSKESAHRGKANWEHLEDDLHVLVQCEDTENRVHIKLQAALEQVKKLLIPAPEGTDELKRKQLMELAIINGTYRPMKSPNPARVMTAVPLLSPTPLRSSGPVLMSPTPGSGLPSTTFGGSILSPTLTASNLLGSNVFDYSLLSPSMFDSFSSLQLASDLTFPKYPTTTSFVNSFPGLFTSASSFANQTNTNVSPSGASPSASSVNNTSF
ZTA counter: blocks Epstein-Barr virus ZTA, an EBNA-1 counter-screen. ZTA-DNA binding, fluorescence polarization. hit rate 0.15% among 320,000. inhibition, % at 11 µM; in the data active = inhibition above about 33%
Bcl-xL primary: Bcl-xL (human) inhibition. inhibition, % at 10.9 µM. AID 2129. Q07817. hit rate 0.7% among 320,000. GST-Bcl-xL / FITC-Bim BH3 peptide fluorescence polarization;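 active = inhibition above the mean of all tested compounds plus 3 SD, cutoff set per campaign, cut at about 30% in these data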;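 also: 0% = DMSO wells and 100% = unlabeled Bim-BH3 peptide competitor; inhibitors lower millipolarization by displacing the labeled peptide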
Target sequence (Q07817 whole entry, looked up): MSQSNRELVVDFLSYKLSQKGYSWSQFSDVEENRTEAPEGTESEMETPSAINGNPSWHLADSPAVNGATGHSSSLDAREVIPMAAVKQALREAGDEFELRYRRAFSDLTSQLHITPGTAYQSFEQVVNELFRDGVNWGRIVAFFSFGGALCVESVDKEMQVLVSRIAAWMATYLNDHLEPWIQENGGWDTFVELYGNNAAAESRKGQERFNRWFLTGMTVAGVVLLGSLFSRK
MEX-5 binding: C. elegans MEX-5 TCR-2 RNA binding activity. Q9XUB2. MEX-5/FITC-TCR2 RNA binding, fluorescence polarization; stronger effect = lower value. activity score (negative = inhibition of binding), % at 10 µM. hit rate 0.38% among 300,000. AID 1832;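 active = inhibition past about -25% in most replicates, and total fluorescence under double the plate's negative control median, limit read from the data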;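 also: 0% = DMSO and -100% = 5 µM competing unlabeled TCR2 RNA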
MCL1-BIM inh: inhibitors of human MCL1 binding to BIM-BH3 peptide; Q07820; GST-MCL1 / FITC-Bim-BH3 fluorescence polarization; inhibition, % at 10.9 µM; hit rate 0.68% among 320,000; AID 2057;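 active = inhibition above the mean inhibition of all tested compounds plus 3 SD, set per campaign, cut at about 40% in these data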;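 also: 0% = DMSO wells and 100% = unlabeled Bim-BH3 peptide control; higher means more loss of mP so more displacement of Bim peptide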
Target sequence (Q07820 whole entry, looked up): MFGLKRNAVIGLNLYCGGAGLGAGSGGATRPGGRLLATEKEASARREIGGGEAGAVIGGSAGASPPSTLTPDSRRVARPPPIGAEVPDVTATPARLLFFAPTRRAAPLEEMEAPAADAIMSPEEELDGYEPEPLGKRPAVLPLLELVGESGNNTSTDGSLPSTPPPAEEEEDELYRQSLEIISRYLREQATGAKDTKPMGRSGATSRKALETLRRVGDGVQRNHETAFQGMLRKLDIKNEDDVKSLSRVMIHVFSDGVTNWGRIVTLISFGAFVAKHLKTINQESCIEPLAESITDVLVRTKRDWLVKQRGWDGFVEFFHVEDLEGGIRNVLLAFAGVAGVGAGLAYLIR
* = called active by the depositor; · = not tested or not shown; + = active, no number.

SMILES	EBNA-1 inhibitor	Efflux pump mplx	Yeast superoxide	Fam108B inh	GLD-1 TGE inh	ZTA counter	Bcl-xL primary	MEX-5 binding	MCL1-BIM inh
Cc1cc(OCC(=O)Nc2c(C)n(C)n(-c3ccccc3)c2=O)ccc1[N+](=O)[O-]	-3	0.2	91	3	1	7	5	-1.1	6
COc1cc(/C=C/C(=O)N2CC(C)OC(C)C2)cc(OC)c1OC (stereo not drawn)	-6	0.3	95	-9	0	-9	-3	2.3	-3
COc1cc2c(cc1OC)CN(C(=O)c1ccccc1C(=O)O)CC2	10	-0.2	96	2	10	10	3	-12	0
CCCCOc1cccc(C(=O)NC(=S)Nc2cccnc2)c1	-2	-0.1	104	-3	-5	1	2	1.7	11
CCOC(=O)c1sc(=NC(=O)CCS(=O)(=O)c2ccccc2)n(C)c1C	-2	0.0	90	4	3	-7	-2	2.3	-5
OC(CN1C2=NCCCN2c2ccccc21)c1ccc(Br)cc1 (stereo not drawn)	-11	0.1	110	-4	-1	-1	-2	-0.1	-3
O=C(Nc1ccc(N2CCN(C(=O)c3ccco3)CC2)c(Cl)c1)c1cccnc1	-10	0.1	91	2	6	-7	7	-0.4	5
CCOc1ccc(C(C)NC(=O)c2ccccc2OCc2c(C)noc2C)cc1OCC (stereo not drawn)	-8	-0.1	107	0	3	6	2	0.7	8
CSc1ncccc1C(=O)OCc1ccc([N+](=O)[O-])cc1	1	-0.3	108	1	-7	8	0	0.5	-6
Cc1ccc(/C=C2\SC(=S)N(CCC(=O)NNC(=O)c3ccncc3)C2=O)cc1	-2	0.0	98	-3	1	-12	3	-7.4	3
CC1(C)C(c2ccccc2)=NC(c2ccc(F)cc2)N1O (stereo not drawn)	-5	0.0	100	-3	2	1	-1	1.0	-7
COc1cc(Nc2nnc(C)s2)c(Cl)cc1Cl	10	-0.1	115	3	-2	6	6	3.2	0
Cc1nc2ccc(NS(=O)(=O)c3ccccc3Cl)cc2s1	·	-0.1	94	·	-13	-3	3	·	-5
CCOC(=O)C1=CC[C@]2(C)c3c(c4ccccc4n3C)C(=O)C1N2C	·	-0.1	107	·	-6	8	-2	·	3
O=C(/C=C/c1ccc(S(=O)(=O)N2CCOCC2)cc1)NCCc1ccc(C(F)(F)F)cc1	·	-0.2	91	·	2	11	1	·	-2
O=C(O)c1nc2ccccc2nc1C(=O)O	-7	0.3	78	0	0	3	6	-2.6	10
CCN(Cc1ccccc1)C(=O)Cn1cnc2c1c(=O)n(C)c(=O)n2C	4	0.0	102	2	1	-1	4	0.8	2
Cc1cc(=O)n2nc(N3CCC(C(=O)NCCc4ccccc4)CC3)sc2n1	-1	0.1	97	3	4	-9	1	3.1	-1
O=C(NC1CCCCCCC1)c1cccnc1	-8	0.0	94	-2	5	-4	3	3.6	11
COc1ccc(C(=O)NCc2nnc(SCC(=O)N3CCCC3)o2)cc1	-1	0.2	99	1	-4	-10	-1	-1.1	-6
CCOC(=O)C1(Cc2cccc(Cl)c2)CCCN(C2CCN(C(C)=O)CC2)C1 (stereo not drawn)	4	0.2	83	-3	-1	6	-1	4.5	2
C/C(=N\Nc1cc(C)nc(NCc2ccccc2)n1)c1ccc([N+](=O)[O-])cc1	-5	0.0	84	2	7	-4	3	0.8	8
CC1(C)CC(=O)C(C2NCCc3ccccc32)=C(O)C1 (stereo not drawn)	0	0.0	100	-1	-2	8	5	-2.0	9
CC(=O)Nc1ccc(S(=O)(=O)Nc2cccc3[nH]ncc23)cc1	-9	0.0	100	-3	6	6	7	-1.4	1
COc1ccc(Cc2nnc3sc(SCC(=O)Nc4ccccc4)nn3c2=O)cc1OC	2	-0.1	99	0	-1	3	12	0.4	8
CCOC(=O)[C@H]1[C@H]2COc3ccc(OC)cc3[C@@H]2N2C(=O)c3cc(C)ccc3NC(=O)[C@@]12C	-2	·	·	1	6	-4	5	·	4
O=C(Nc1cccc(Br)c1)c1ccn[nH]1	-7	0.0	97	5	11	-13	6	1.4	8
Cc1nc2c(=O)[nH]c(=S)n(C)c2nc1C	-1	0.0	108	2	1	0	3	-3.2	-1
CC(C)c1ccc(NC(=O)CSc2nnc(CN3CCOCC3)n2C)cc1	8	0.0	116	1	2	6	1	0.2	-4
O=C(NCCCN1CCOCC1)c1ccc(S(=O)(=O)Nc2cccc(C(F)(F)F)c2)cc1	7	0.0	111	2	3	-14	4	-4.0	9
Cn1c(NCCN2CCOCC2)nc2c1c(=O)n(Cc1cccc(Cl)c1)c(=O)n2C	-4	0.0	92	3	0	-16	4	-1.1	3
COc1cccc(C(c2nnnn2CS(=O)(=O)c2ccc(C)cc2)N2CCN(C)CC2)c1OC (stereo not drawn)	5	-0.1	95	0	-1	12	5	-2.1	8
Clc1cccc(-c2nnc(-c3ccccc3)o2)c1	-8	-0.1	89	1	1	-32	2	-1.4	-3
Cc1cc(C)cc(C(=O)OCC(=O)NC2CCCC2)c1	-2	-0.1	96	5	0	-20	1	0.5	4
Cc1nn(C(=O)Cn2ccc([N+](=O)[O-])n2)c(C)c1Cl	5	0.1	128	-1	4	-4	1	-1.1	1
CCOC(=O)Cc1csc(NC(=O)CSc2nc(N)c3c(C)c(C)sc3n2)n1	169*	0.0	81	4	4	3	7	-1.1	11
CCOC(=O)c1c(CN2CCOCC2)n(-c2ccccc2)c2cc(Br)c(OC)cc12	-3	0.1	96	-3	4	-16	2	0.8	-1
CC(C)(C)OC(=O)N1CCCN(C(=O)Nc2ccc(C(F)(F)F)cc2)CC1	2	-0.1	111	-5	3	-14	-4	1.2	-4
CCN(C(=O)CSc1nc2cc(C(=O)O)ccc2c(=O)n1Cc1ccccc1)c1ccccc1	-6	0.3	114	-4	-5	-2	6	1.1	1
COc1cc(OC)c(OC)cc1/C=C/C(=O)c1ccc(NS(=O)(=O)c2ccc(C)cc2)cc1	8	-0.2	98	-1	-30	14	-31	2.0	-95

Single records, from the list above:
Cn1c(NCCN2CCOCC2)nc2c1c(=O)n(Cc1cccc(Cl)c1)c(=O)n2C in the list: EBNA-1 inhibitor = -4; Efflux pump mplx = 0.0; Yeast superoxide = 92; Fam108B inh = 3; GLD-1 TGE inh = 0; ZTA counter = -16; Bcl-xL primary = 4; MEX-5 binding = -1.1; MCL1-BIM inh = 3
CCOC(=O)[C@H]1[C@H]2COc3ccc(OC)cc3[C@@H]2N2C(=O)c3cc(C)ccc3NC(=O)[C@@]12C in the list: EBNA-1 inhibitor = -2; Efflux pump mplx = ·; Yeast superoxide = ·; Fam108B inh = 1; GLD-1 TGE inh = 6; ZTA counter = -4; Bcl-xL primary = 5; MEX-5 binding = ·; MCL1-BIM inh = 4

New compounds follow
SMILES	EBNA-1 inhibitor	Efflux pump mplx	Yeast superoxide	Fam108B inh	GLD-1 TGE inh	ZTA counter	Bcl-xL primary	MEX-5 binding	MCL1-BIM inh
Cc1oc2c(CN3CCC(C)CC3)c(O)ccc2c(=O)c1-c1ccccc1	8	0.1	91	6	14	-6	34*	-0.7	6
Cn1c(=N)n(CC(=O)c2ccc(Cl)c(Cl)c2)c2ccccc21	-12	0.0	84	21*	0	-15	4	-0.8	2
FC(F)c1nc2ccccc2[nH]1	1	0.0	120	-1	1	4	-1	0.3	-5
O=C(CCn1c(=O)[nH]c2ccccc2c1=O)NCCCN1CCN(c2cccc(Cl)c2)CC1	9	0.0	103	5	1	6	3	-0.7	-1
NS(=O)(=O)c1ccc(-c2cccc(/C=C3\SC(=O)NC3=O)c2)cc1	-1	-0.1	100	-10	0	21	-2	-36*	17
CC/C(=N/Nc1ccccc1)c1cnnc(SC)n1	-12	-0.1	86	1	2	10	9	-0.7	17
Cc1cc(C(=O)C(=O)O)c(C)n1-c1ccc(Cl)cc1	-3	0.3	108	0	-5	-2	4	0.4	2
Cc1ccccc1C(=O)c1c[nH]c(C(=O)NCc2ccco2)c1	-14	0.1	109	-2	-3	-8	-4	-0.4	0
O=C(Nc1ccc(Oc2ccc(NC(=O)c3ccco3)c(NC(=O)c3ccco3)c2)cc1)c1ccco1	7	0.0	102	-23	-2	14	4	1.4	5
COc1ccc(/C=C/C(=O)NCCCNC(=O)/C=C/c2ccc(OC)c(OC)c2)cc1OC	7	0.1	96	1	-1	15	1	1.1	-4
COc1ccc(/C=C/C(=O)OCC(=O)N2CC(=O)Nc3ccccc32)cc1S(=O)(=O)N1CCOCC1	-3	0.2	131	-3	9	5	-2	0.5	-10
COc1cc(OC)cc(C(=O)O/N=C(\N)c2cccc(C)c2)c1	-20	0.1	71	4	-3	-5	-4	2.2	-6
COc1ccc(-n2nnc3c(=O)n(CC(=O)Nc4cc(C)on4)cnc32)cc1OC	-2	0.1	99	-1	-1	1	4	-0.9	8
Cc1ccc(NC(=O)C2CCN(S(=O)(=O)c3cnc[nH]3)CC2)nc1	1	-0.1	109	2	0	6	3	-3.3	-9
CCC(Cc1ccccc1)NCc1c(C(=O)O)c(C)n(Cc2ccccc2)c1C (stereo not drawn)	-8	0.0	101	-4	-1	17	2	-0.2	-2
O=S(=O)(c1ccc2c(c1)OCCO2)N(Cc1ccc(F)cc1)Cc1nnc(-c2cccs2)o1	4	0.0	90	2	9	0	2	0.7	1
CN(CC(=O)Nc1ccc(Cl)c(C(F)(F)F)c1)C(=O)c1cccs1	-9	-0.1	105	3	2	-10	7	1.3	13
CN(C)c1ccc(/C=N/N(CCO)C2=NS(=O)(=O)c3ccccc32)cc1	-11	0.5	101	-52	36*	18	+	94	140*
CC(C)c1nc2ccccc2n1CCC(=O)O	3	0.0	119	0	6	-7	5	-4.1	8
Cc1ccc(NS(=O)(=O)c2ccc(NC(=O)C(C)Sc3ccc(Cl)cc3)cc2)c(C)c1 (stereo not drawn)	-13	-0.1	94	-46	7	-4	5	0.5	2
O=C(c1ccc(Cl)cc1)C1CCCN(C(=O)/C=C/c2ccccn2)C1 (stereo not drawn)	10	0.2	101	3	-1	8	0	2.8	-1
CSc1ccccc1OCc1cc(C(=O)N2C[C@H]3CC[C@H]2C3)no1	0	0.0	100	1	5	-4	4	2.6	2
Cn1ncc(Br)c1NC(=O)c1ccco1	-16	0.2	107	-2	-9	-6	1	-1.9	4
Cc1nc(-c2cccc(S(=O)(=O)N3CCCCCC3)c2)cs1	-12	0.0	96	-3	4	-9	-2	0.2	-1
CCOCCn1c(C(C)O)nc2ccccc21 (stereo not drawn)	5	0.1	106	2	3	-2	2	0.2	-2
O=C(Nc1ccc(N2CCCC2)cc1)c1cc(Cl)ccc1Cl	-10	-0.1	113	-4	3	1	7	8.9	1
CCCOc1ccc(Cc2c(Cl)nc(SC)nc2NC)cc1	9	0.0	87	-5	10	10	5	1.7	1
Cc1ccc(C(C(=O)NCC2CCCO2)N(C(=O)c2snc(C(N)=O)c2N)c2ccc(C(C)C)cc2)o1 (stereo not drawn)	-1	-0.1	99	-1	2	-12	0	0.5	7
Cc1cc(C)n(C(=O)CCC2COc3ccccc3O2)n1 (stereo not drawn)	5	-0.2	104	0	6	4	1	1.3	2
CC(=O)c1ccc(OC(C)c2nc3ccccc3s2)cc1 (stereo not drawn)	-1	0.0	90	0	-1	2	1	2.4	4
c1ccc(Nc2ccc3c4c(cccc24)CC3)cc1	-3	0.3	97	-1	-9	-2	11	-1.5	-14
CC1CCC/C(=C\c2ccc(O)cc2)C1=O (stereo not drawn)	-2	-0.1	100	-1	0	2	-1	0.3	2
Cc1cc(Cc2cc(C)c(N)cc2C)c(C)cc1N	8	-0.1	111	0	8	3	5	0.8	9
CC(=O)OCC1OC(n2ccc3ccccc32)C(OC(C)=O)C(OC(C)=O)C1OC(C)=O (stereo not drawn)	3	-0.1	103	5	5	-11	5	0.4	5
O=c1cc(N2CCc3ccccc3C2)[nH]c(=O)n1C1CCCCC1	-8	0.0	101	0	2	-4	-3	0.2	-6
O=C(NC1CCCCC1)C1CCN(S(=O)(=O)N2CCCCCC2)CC1	-4	-0.6	86	3	2	-18	-1	·	-3

Rows are unselected; about 2.3% have a hit in one of these screens.
